FBA Mtb inh: Mtb FBA enzyme inhibitors, primary screen, biochemical, fluorescence, strain H37Rv. Fructose-bisphosphate aldolase (Mycobacterium tuberculosis (strain ATCC 25618 / H37Rv)), …. AID 588726, 2011. purified M. tuberculosis FBA, fluorescence read-out. inhibition, % at 1 µM. actives 2.3% (n = 360,000); in the data active means inhibition above about 27%;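 further: 0% = vehicle and 100% = reference inhibitor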
PriA SSB inh: inhibitors of Klebsiella pneumoniae PriA binding to SSB C-terminal tail, primary screen, biochemical, AlphaScreen. PriA–SSB C-terminal tail interaction (Klebsiella pneumoniae). AlphaScreen SSBct-PriA binding, biotinylated peptide. inhibition, % at 33 µM. actives 0.6% (n = 430,000); in the data active means inhibition mostly above about 37%, no sharp cut-off; inactive means mostly below about 20%;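 further: plate controls were negative control peptide for no effect and reference peptide for full effect; strong numbers were not always called active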
3CLpro inhibitor: SARS-CoV 3CLpro protease inhibitors, primary screen, biochemical, quenched FRET; AID 1706, 2009; Replicase polyprotein 1ab (Severe acute respiratory syndrome coronavirus), P0C6X7; inhibition, % at 6 µM; actives 0.14% (n = 290,000); recombinant SARS-CoV 3CLpro, quenched FRET peptide cleavage; in the data active means inhibition above about 12%
VHR inh abs: VHR1 phosphatase inhibitors, primary screen, biochemical, absorbance, uHTS; Dual specificity protein phosphatase 3 (Homo sapiens), P51452; recombinant VHR phosphatase, pNPP absorbance; inhibition, % at 13.3 µM; actives 0.52% (n = 290,000); AID 1654, 2009; in the data active means inhibition above about 50%; further: some compounds called inactive have numbers as strong as hits
Target sequence (P51452 whole entry, looked up): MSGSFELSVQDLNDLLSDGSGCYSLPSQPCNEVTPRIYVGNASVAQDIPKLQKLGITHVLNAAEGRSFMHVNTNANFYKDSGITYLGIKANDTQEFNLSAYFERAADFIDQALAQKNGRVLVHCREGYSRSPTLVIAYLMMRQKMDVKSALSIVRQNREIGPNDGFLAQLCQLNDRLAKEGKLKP
Rv3671c protease: Rv3671c serine protease inhibitors, primary screen, biochemical, fluorescence polarization, M. tuberculosis H37Rv | inhibition, % at 5.96 µM | actives 0.048% (n = 320,000) | AID 2606, 2010; in the data active means inhibition above about 38%;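 further: extracellular domain of Rv3671c used as enzyme; 0% = enzyme with DMSO and 100% = no enzyme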
Target sequence (P9WHR9 whole entry, looked up, the tested form may be a part): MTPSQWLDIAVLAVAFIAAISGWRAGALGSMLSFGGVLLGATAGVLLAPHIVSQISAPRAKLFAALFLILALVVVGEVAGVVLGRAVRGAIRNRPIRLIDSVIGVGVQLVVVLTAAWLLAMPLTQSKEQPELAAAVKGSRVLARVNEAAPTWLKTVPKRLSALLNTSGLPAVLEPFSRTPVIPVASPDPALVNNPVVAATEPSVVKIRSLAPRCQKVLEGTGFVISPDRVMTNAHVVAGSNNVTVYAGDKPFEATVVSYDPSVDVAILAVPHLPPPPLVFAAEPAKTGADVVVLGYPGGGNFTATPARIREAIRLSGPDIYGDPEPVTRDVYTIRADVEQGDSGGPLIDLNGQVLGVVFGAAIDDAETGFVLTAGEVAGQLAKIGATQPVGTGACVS
BH1578 lux ind: inducers of Vibrio cholerae quorum light production without autoinducers, primary screen, BH1578 luxS cqsA deficient, single point | V. cholerae BH1578 lux reporter, luminescence, 6 h | activation, % at 18.7 µM | actives 0.16% (n = 350,000) | AID 588436, 2011; in the data active means activation mostly above about 9.7%, no sharp cut-off; further: not every result past the cut was called active; inactives centre near 0; reference of the scale not given here
Mtb UGM inh: M. tuberculosis UGM enzyme inhibitors, primary screen, biochemical, fluorescence polarization, single point | purified UGM, fluorescence polarization probe displacement | inhibition, % at 10 µM | actives 0.06% (n = 320,000) | AID 504406, 2011; in the data active means inhibition above about 10%, passing the limit was not always enough
Target sequence (P9WIQ1 whole entry, looked up): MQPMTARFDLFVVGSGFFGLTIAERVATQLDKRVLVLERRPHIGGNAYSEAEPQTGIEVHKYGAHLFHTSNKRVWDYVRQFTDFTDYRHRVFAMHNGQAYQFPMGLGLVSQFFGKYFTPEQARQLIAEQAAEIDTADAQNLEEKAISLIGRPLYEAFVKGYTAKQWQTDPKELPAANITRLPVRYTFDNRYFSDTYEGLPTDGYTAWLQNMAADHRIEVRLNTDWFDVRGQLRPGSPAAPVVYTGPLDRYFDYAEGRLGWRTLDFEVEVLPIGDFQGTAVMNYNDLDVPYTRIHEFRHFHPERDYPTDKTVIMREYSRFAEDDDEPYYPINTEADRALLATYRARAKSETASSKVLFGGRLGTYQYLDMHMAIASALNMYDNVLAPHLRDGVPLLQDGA
Mtb BioA inh: M. tuberculosis BioA enzyme inhibitors, primary screen, biochemical, plate reader, single point, HTS; 7,8-diaminopelargonic acid synthase BioA (Mycobacterium tuberculosis); purified M. tuberculosis BioA enzyme; inhibition, % at 9.99 µM; actives 0.096% (n = 360,000); AID 602481, 2012; in the data active means inhibition above about 40%
MazF activator: activators of E. coli MazEF toxin-antitoxin RNase, primary screen, biochemical, fluorescence, uHTS; FAM/BHQ RNA-DNA oligo cleavage fluorescence, 5 h; Endoribonuclease toxin MazF (Escherichia coli (strain K12)), P0AE70; actives 0.32% (n = 350,000); activation, % at 20 µM; in the data active means activation above about 50%
GDH-TPI inh: GDH-TPI coupling enzyme inhibitors, primary screen, artefact control for M. tuberculosis FBA inhibitor project, biochemical, absorbance, full deck. actives 1.2% (n = 360,000). GDH-TPI coupled enzyme counterscreen, NADH absorbance. AID 588335, 2011. inhibition, % at 4.8 µM; in the data active means inhibition above about 30%;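 further: 0% = DMSO wells and 100% = wells lacking the enzyme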
* = called active by the depositor; i = inactive; nt = not tested or not shown. An excerpt. The share of hits here may be higher or lower than overall.

Molecule,FBA Mtb inh,PriA SSB inh,3CLpro inhibitor,VHR inh abs,Rv3671c protease,BH1578 lux ind,Mtb UGM inh,Mtb BioA inh,MazF activator,GDH-TPI inh
Cc1ccc2nc3c(cc2c1)CN(Cc1ccco1)C(=NCC1CCCO1)S3 (configuration not stated),3,9,1,6,-8,-0.4,1.1,-1.5,1,17
CCC(C)(C)C1CCC(=NNc2nc3ccccc3[nH]2)CC1 (configuration not stated),2,0,-1,1,9,i,4.0,-0.3,7,3
Cn1c(CNS(=O)(=O)c2cccc(Cl)c2)cc(=O)n(C)c1=O,2,1,-4,-7,2,-4.2,0.0,nt,-14,4
CC(=O)c1ccc(NC(=O)CN2CCCCCC2)cc1,5,-12,0,19,5,i,-0.3,4.7,-27,4
Nc1ccc(C2(c3ccc(N)cc3)OC(=O)c3ccccc32)cc1,2,2,-6,1,-2,i,1.0,2.2,8,2
C=CCNC(=O)/C(C#N)=C/c1c(N2CCCCCC2)nc2ccccn2c1=O,37*,10,1,6,4,0.8,1.1,-0.2,4,9
COc1ccc(CNCCNC(=O)c2nonc2N)cc1OC,1,-17,3,9,8,i,-0.5,-1.6,-55,6
OC(c1ccccc1)c1nc(-c2cccs2)cs1 (configuration not stated),-3,nt,nt,nt,nt,-0.4,nt,-0.1,nt,-3
O=C(Cc1ccccc1)NCCS(=O)c1ccc(Cl)cc1 (configuration not stated),0,-4,-11,21,-2,i,-1.4,-3.0,3,3
Cc1nc(C(=O)NCc2ccccc2)sc1C1(C)CC(c2cccc([N+](=O)[O-])c2)=NO1 (configuration not stated),0,-11,nt,11,-15,-0.5,0.5,-0.1,5,-11
O=C(Nc1ccc(N2CCN(c3ncccc3C(F)(F)F)CC2)nc1)c1cccs1,-1,-3,-2,18,5,-0.1,0.5,nt,-9,6
O=C(COc1cccc(Br)c1)N/N=C/c1ccc2c(c1)OCCO2,-1,nt,nt,nt,nt,i,nt,-0.4,4,11
Cc1csc2nc(COC(=O)CNC(=O)c3ccc(Cl)cc3)cc(=O)n12,8,-16,nt,nt,-10,i,-1.1,-1.7,6,10
CC(=O)Nc1cccc(C(=O)N/N=C/c2ccc(F)cc2)c1,-2,nt,2,1,0,-5.6,0.0,nt,4,-4
O=C(/C=C/c1ccccc1)Nn1cnc2ccccc2c1=O,2,-12,6,-13,-5,-0.8,2.8,nt,5,4
COC(=O)CCC(=O)NNC(=O)CCCOc1ccc(Cl)cc1Cl,1,-12,5,27,-4,-0.5,0.0,-3.6,6,-7
N#Cc1ccccc1NC(=O)CSc1n[nH]c(-c2ccco2)n1,0,3,-1,31,2,-0.8,-1.7,-0.7,-12,4
O=C(Cn1nnc2ccccc2c1=O)NCC1CCC(C(=O)O)CC1 (configuration not stated),-1,2,4,19,2,-0.3,-0.7,-1.1,7,0
NS(=O)(=O)c1ccc(CCNC(=O)CC(c2ccccc2)c2ccccc2)cc1,1,-25,0,-10,0,i,0.2,-1.3,3,-5
O=C(CSc1nnc(NC(=O)c2ccco2)s1)NCc1ccc2c(c1)OCO2,-5,-1,-1,9,6,-0.7,4.1,nt,2,2
CC1=C(C(=O)OCC2CCCO2)C(c2cccc(C(F)(F)F)c2)C2=C(CC(c3ccco3)CC2=O)N1 (configuration not stated),21,-14,5,0,-6,-5.3,1.5,nt,0,-12
COc1ccccc1NS(=O)(=O)c1cccc(C(=O)NN=C2CCCCCC2)c1,0,-2,1,1,-19,0.6,0.1,nt,2,-1
Cc1ccc(-c2csc3ncnc(N4CCc5ccccc5C4)c23)cc1,0,1,-2,22,-11,-0.7,0.2,-0.3,-11,-3
CN(C(=O)c1cccc(NC(=O)Cc2ccc(NC(=O)C3CCCN(C(=O)c4ccccc4)C3)cc2)c1)C1CCCCC1 (configuration not stated),-2,0,nt,nt,nt,i,nt,0.9,2,7
COC(=O)c1ccccc1S(=O)(=O)N1CCC(C(=O)OC(C)C(=O)Nc2ccccc2OC)CC1 (configuration not stated),3,-4,nt,nt,3,-1.0,1.2,-0.8,2,12
Oc1ccc(Cl)cc1CNc1ccc(Br)cn1,0,-29,2,-4,-14,-4.0,1.6,-1.6,1,-3
COc1cc(OC)cc(-c2cc(N)n(S(=O)(=O)c3cccc4nsnc34)n2)c1,-2,39*,1,-9,-9,-0.1,-0.7,nt,-5,10
O=C(COc1ccc(Cl)cc1)Nc1ccccc1C(=O)NCc1cccnc1,5,5,0,1,-4,i,2.5,1.5,3,-2
CCc1sc(/C=C(/C#N)C(N)=S)cc1[N+](=O)[O-],0,-2,1,-20,nt,nt,nt,nt,-1,-1
COCc1[nH]c(=S)c(C#N)cc1C(=O)OC,-1,-3,4,-8,1,-0.8,1.6,nt,4,25
COc1ccc(-c2n[nH]c(=S)n2-c2ccc(C)cc2)cc1OC,5,-1,-1,8,0,-0.3,0.2,1.0,6,3
Nc1c(C(=O)CSc2nnc(Nc3ccc(F)cc3)s2)c(=O)[nH]c(=O)n1C1CC1,0,2,nt,nt,-2,i,-2.3,-0.4,-2,0
COC(=O)c1ccc(Oc2cc(C)nc(Cl)n2)cc1,3,-8,-2,2,2,-0.3,0.1,-2.3,2,12
CCOc1ccc(CC(=O)Nc2ccc(S(=O)(=O)N3CCCC3)cc2)cc1,4,1,2,15,-8,-0.8,4.4,0.8,1,7
CCCCn1c(=O)[nH]c(=O)c2c1ncn2Cc1ccco1,0,-8,4,22,-5,i,2.0,nt,1,-3
O=C(NNC(=S)Nc1ccc(Br)cc1)c1ccc(N2CCOCC2)c([N+](=O)[O-])c1,5,7,1,-4,7,-0.3,3.3,0.8,-5,27
O=C(O)c1cccc(S(=O)(=O)Nc2ccc3oc(=O)sc3c2)c1,-3,-8,0,4,-19,2.1,0.1,2.9,-2,4
CC(C)CNC(=O)COC(=O)c1ccc(F)cc1Cl,-4,-9,8,39,6,i,-2.8,nt,3,0
COc1ccc2c(=O)c3c(=O)n(Cc4ccco4)c(-c4cc(OC)c(OC)c(OC)c4)nc3oc2c1,3,7,2,4,-8,-7.1,-2.5,-0.2,3,14
COc1ccc(CCn2c(-c3ccc(Cl)cc3)n[nH]c2=S)cc1OC,5,1,1,-10,-11,-0.5,-2.0,nt,-10,-1
O=C(CCNc1ccc(F)cc1)c1cc2ccccc2o1,2,7,6,12,7,-1.0,2.9,nt,2,-5
O=C(Nc1nc(=S)ss1)c1c(F)cccc1F,-2,-12,4,25,-8,-5.0,2.6,0.5,0,1
CCCN(Cc1ccccc1)C(=S)Nc1ccc(OC(F)F)cc1,2,-23,3,0,5,-0.6,-1.2,-2.4,6,0
O=C(Nc1cc(C(=O)Nc2ccccc2C(=O)O)cc(C(=O)Nc2ccccc2C(=O)O)c1)c1ccccc1,0,-4,6,14,-15,-0.3,7.2,-0.2,-13,7
Nc1cc(=O)[nH]c(SCC(=O)c2ccc(F)cc2)n1,0,6,-4,-2,-1,1.2,-0.1,-0.7,-1,3

Reformatted: entries from further up.
Each structure is followed by: FBA Mtb inh	PriA SSB inh	3CLpro inhibitor	VHR inh abs	Rv3671c protease	BH1578 lux ind	Mtb UGM inh	Mtb BioA inh	MazF activator	GDH-TPI inh
> O=C(Nc1ccc(N2CCN(c3ncccc3C(F)(F)F)CC2)nc1)c1cccs1
 : -1	-3	-2	18	5	-0.1	0.5	nt	-9	6
> O=C(COc1cccc(Br)c1)N/N=C/c1ccc2c(c1)OCCO2
 : -1	nt	nt	nt	nt	i	nt	-0.4	4	11

(cont.)
Molecule,FBA Mtb inh,PriA SSB inh,3CLpro inhibitor,VHR inh abs,Rv3671c protease,BH1578 lux ind,Mtb UGM inh,Mtb BioA inh,MazF activator,GDH-TPI inh
Cc1cc(Cl)c2oc(C(=O)N(C)CC3CCOCC3)c(C)c2c1,-1,-11,4,-13,5,-0.2,-0.8,0.2,-5,3
COc1cccc(NC(=O)NCCC2=CCCCC2)c1,-2,-15,-1,16,-11,-0.4,-1.8,0.6,15,-2
CCc1ccc(OCC(=O)NCc2ccco2)c(Br)c1,0,-4,8,22,-1,i,-0.4,-1.6,-1,14
O=C(NC1CCCCCC1)c1ccc(Cl)c(S(=O)(=O)N2CCOCC2)c1,0,0,6,31,-2,-0.1,0.0,nt,2,-8
CCCn1c(C(O)c2ccc(C)cc2)nc2ccccc21 (configuration not stated),2,-12,5,0,nt,6.5,1.6,-3.1,-3,4
CCCCNC(=O)c1onc(CSc2ccccc2C)c1C(=O)O,-2,-13,2,0,-3,-2.2,1.3,1.3,3,-2
Cn1c(N)c(C(=O)COC(=O)Cc2ccccc2)c(=O)n(C)c1=O,1,-6,nt,nt,5,-5.6,-0.7,-0.4,4,0
Cc1cccc(NC(=O)CSc2nc3ccccc3nc2N2CCCC2)c1,7,-75,0,21,1,0.3,-1.1,-1.7,-4,22
O=C(CCNC(=O)c1ccco1)Nc1ccccc1OC(F)F,0,-2,1,42,1,i,-1.0,2.2,5,4
COc1cccc(NC(C)=[N+](C)CCNS(=O)(=O)c2ccc(Cl)cc2)c1,1,nt,-5,19,4,nt,0.7,-0.8,-3,7
COCCNC(=O)CN1CCN(Cc2cccc(Cl)c2)C1=O,0,-24,4,11,-6,-0.4,-1.8,-1.5,2,5
C/C(=N\NC(=O)c1ccoc1C)c1ccc(Cl)s1,-3,nt,-8,32,4,i,1.7,0.9,5,10
CCOc1ccc(S(=O)(=O)N2CCC(C(=O)NCc3cccnc3)CC2)cc1Cl,0,-11,-2,-41,9,-0.2,-4.9,3.1,4,-3
CCOC(=O)C(=O)c1cn(C2OCC(OC(C)=O)C(OC(C)=O)C2OC(C)=O)c2ccccc12 (configuration not stated),2,11,-2,-2,6,-0.6,0.5,nt,-6,13
CC(C)C(C(=O)O)N1C(=O)/C(=C/c2cccn2C)SC1=S (configuration not stated),-40,12,2,-3,-5,-3.3,0.6,nt,7,10
Cc1ccc(NS(=O)(=O)c2cc(NC(=O)c3ccc4c(c3)NC(=O)CS4)ccc2C)c(C)c1,-1,1,4,24,-114,-0.2,1.4,nt,2,-2
CCOC(=O)CSc1nnc(C)c(C)n1,1,3,nt,nt,-10,i,-0.8,-0.9,8,8
COc1ccccc1N1CCN(C(=O)C(=O)c2c(C)[nH]c3ccccc23)CC1,-3,-3,-2,17,-3,-2.6,0.7,2.2,-3,12
COC(=O)Cc1cc(=O)[nH]c(Nc2nc3ccccc3o2)n1,9,-4,-1,-5,1,i,3.8,1.4,0,37*
Cc1sc2nc(CSC(C)C(=O)N(C)CC(=O)Nc3ccccc3C(F)(F)F)[nH]c(=O)c2c1C (configuration not stated),1,2,nt,nt,2,-1.6,-2.7,nt,-10,4
COc1ccccc1NC(=O)c1c(C)oc2c1CCCC2,-3,-2,-2,-9,-3,-3.4,0.2,nt,-7,-1
Cc1cccc(N2CCCn3c2nc2c3c(=O)[nH]c(=O)n2C)c1,2,-6,-5,7,-4,i,1.6,1.4,12,0

Assay outcomes as filed in PubChem BioAssay.
